Screens: PubChem BioAssay, National Center for Advancing Translational Sciences (NCATS)
ALOX12 inhib – qHTS Assay for Inhibitors of 12-hLO (12-human lipoxygenase); Potency, µM (top dose mostly 57.1 µM), for the others: top-dose activity change, negative = inhibition, usual class: inhibitors; Polyunsaturated fatty acid lipoxygenase ALOX12 (Homo sapiens), P18054; AID 1452, 2008; purified 12-hLO, xylenol orange hydroperoxide absorbance; 150,000 tested, 0.12% active; also: potency is read from the fitted curve at half-maximal effect; nearly all actives have a fitted effect of over 55% in size; many of its hits are not listed in these tables
Target sequence (P18054 whole entry, looked up): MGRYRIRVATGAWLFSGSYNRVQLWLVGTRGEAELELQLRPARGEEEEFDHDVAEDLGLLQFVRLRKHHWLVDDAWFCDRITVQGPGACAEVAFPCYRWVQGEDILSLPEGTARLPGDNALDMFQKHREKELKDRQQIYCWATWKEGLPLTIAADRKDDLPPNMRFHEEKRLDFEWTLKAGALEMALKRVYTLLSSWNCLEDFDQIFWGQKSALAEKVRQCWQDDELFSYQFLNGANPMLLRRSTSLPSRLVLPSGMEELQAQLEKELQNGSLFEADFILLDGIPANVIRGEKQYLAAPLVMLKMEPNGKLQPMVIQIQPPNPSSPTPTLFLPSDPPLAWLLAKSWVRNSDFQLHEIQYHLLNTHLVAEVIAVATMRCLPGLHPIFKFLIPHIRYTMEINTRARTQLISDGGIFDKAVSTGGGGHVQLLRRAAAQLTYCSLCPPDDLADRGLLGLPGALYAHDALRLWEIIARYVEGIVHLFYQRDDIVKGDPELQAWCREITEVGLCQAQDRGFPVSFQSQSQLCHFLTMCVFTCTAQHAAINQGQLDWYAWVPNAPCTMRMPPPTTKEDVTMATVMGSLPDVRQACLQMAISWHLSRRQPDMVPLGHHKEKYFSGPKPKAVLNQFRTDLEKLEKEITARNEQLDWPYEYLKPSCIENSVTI
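Hydroperoxide formation by human 12-lipoxygenase from 40 uM arachidonic acid was followed colorimetrically via ferric-xylenol orange complex, using the 573/405 nm absorbance ratio. Enzyme concentration was 150 nM, with 30 min reaction at room temperature.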
PNC inhibitor – High Content Assay for Compounds that inhibit the Assembly of the Perinucleolar Compartment; AID 2417, 2010; activity change (PNC), negative = inhibition, % at 10 µM; PC3M PTB-GFP, PNC prevalence imaging, 16 h; stronger effect = lower value; 140,000 tested, 3.1% active;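 active = readout at or below -70, meaning at least 70% loss of cells showing the perinucleolar compartment, a nuclear body marking cancer cells; inconclusive = readout between -30 and a set limit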;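 also: plate controls were DMSO wells for no effect and camptothecin positive control wells for full effect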
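Compounds are pinned in duplicate onto adhered PC3M cells stably expressing GFP-tagged PTB and incubated 16 h at 37 C. Cells are then fixed, nuclei stained with Hoechst, and PNC-positive cells counted.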
15-hLO-2 inh – qHTS Assay for Inhibitors of 15-hLO-2 (15-human lipoxygenase 2). purified 15hLO-2, xylenol orange hydroperoxide absorbance. Potency, µM (top dose mostly 57.1 µM), inactives show at the top dose activity change, negative = inhibition, usual class: inhibitors. 110,000 tested, 0.56% active. Polyunsaturated fatty acid lipoxygenase ALOX15B (Homo sapiens), O15296; also: potency is read from the fitted curve at half-maximal effect; nearly all actives have a fitted effect of over 60% in size; many of its hits are not listed in these tables
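Read-out: hydroperoxide product oxidises ferrous iron, measured as xylenol orange complex via the 573-to-405 nm absorbance ratio after 30 min. Reaction: 50 nM enzyme, 15 min compound preincubation, 45 uM arachidonic acid, 90 min RT, Hepes pH 7.5 with Triton X-100.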
IMPase cell inh – qHTS Assay for Identifying the Cell-Membrane Permeable IMPase Inhibitors; Inositol monophosphatase 1 (Rattus norvegicus), P97697; CHO-M1 cells, IP1 accumulation, HTRF TR-FRET ratio; inhibition (IP1 accumulation), % at 46.1 µM; 120,000 tested, under 10 active; AID 901, 2007; active = well fitted curve in the direction sought with a large enough effect in the signal ratio, not every such curve was filed as active; inconclusive = small, poorly fitted or top-dose-only effect, or a change in a side signal; inactive = no such curve, though single readings can be large or run the other way; the % refers to the signal ratio;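 also: cells stimulated with carbachol in lithium chloride buffer; plate controls were DMSO basal wells for no effect and reference inhibitor wells for full effect; higher means more IMPase inhibition seen as more IP1 and lower FRET ratio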
Target sequence (P97697 whole entry, looked up): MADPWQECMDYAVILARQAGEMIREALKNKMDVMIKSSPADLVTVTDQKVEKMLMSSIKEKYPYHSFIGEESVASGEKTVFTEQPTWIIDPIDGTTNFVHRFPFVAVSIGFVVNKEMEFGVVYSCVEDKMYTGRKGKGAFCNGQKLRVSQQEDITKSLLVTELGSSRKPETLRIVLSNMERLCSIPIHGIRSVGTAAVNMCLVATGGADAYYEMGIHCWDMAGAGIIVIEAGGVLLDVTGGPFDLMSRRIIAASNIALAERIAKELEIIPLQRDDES
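In this qHTS, compounds (final up to 46 uM) act on CHO-M1 cells that are then activated through the M1 receptor with carbachol, in pH 7.4 buffer containing 50 mM LiCl, for 30 min. IP1 accumulation is quantified by the IP-One immunoassay.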
* hit, by the source's call; ? = inconclusive; nt = no result given; & = joins results of further samples; [ ] = another dose, or the depositor's remark. Unless noted, calls follow the shape of the dose curve; as a rule, active = well fitted curve in the direction sought with a large enough effect; inconclusive = small, poorly fitted or top-dose-only effect, or another doubt; inactive = no such curve, though single readings can be large; an effect the other way counts as inactive or inconclusive. Unless noted, % is scaled to controls: 0 for no effect and ±100 for the full control effect.

SMILES	ALOX12 inhib	PNC inhibitor	15-hLO-2 inh	IMPase cell inh
COc1ccc(-c2ccc(CCC(=O)O)n2CC(C)C)cc1	-17%	10	-12%	3
O=C(COC(=O)Cc1ccc(-c2ccccc2)cc1)NCc1ccccc1	3%	?	nt	nt
Cc1ccc(Nc2oc(C)nc2C#N)cc1	-1%	-16	-21%	6
COc1cccc(OCCc2c(C)n[nH]c2C)c1	-1%	-3	4%	3
C=CCSc1nnc(-c2cc3c(s2)-c2ccccc2CC3)o1	-1%	?	7%[11.4 µM]	-9[1.84 µM]
CN(c1ccccc1)c1cc(=O)[nH]c(=O)[nH]1	-1%	?	nt	nt
COc1ccccc1CNC(=O)c1ccccc1N(C)S(C)(=O)=O	1%	-24	-10%	-4
O=C(NCc1cc(F)cc2c1OCCO2)[C@H]1C[C@@H]1[C@H](NP(=O)(c1ccccc1)c1ccccc1)c1ccccc1	0%	nt	-1%	nt
CCOC(=O)C1CCCN(C(=O)c2ccc(OCC)cc2)C1 (stereo unspecified)	-2%	-15	-5%	-14
N#CC(C#N)=C1C=CC=CN1/C(=C\c1ccccc1)C(=O)c1cccs1	-1%	28	nt	nt
C=CCN(c1ccc(C(=O)Nc2ccc(C)c(C)c2)cc1)S(C)(=O)=O	-1%	-24	nt	nt
CCOCCc1nnc(NC(=O)c2ccc(OC)c(OC)c2)s1	-1%	45	-1%	-7
O=C(Cn1nnc(-c2ccncc2)n1)N1CCc2ccccc21	-3%	-18	-9%	0
Cc1ccc(CNC(=O)CN(C)S(=O)(=O)c2cccc3cccnc23)cc1	-3%	8	3%	-1
O=C(c1ccccn1)N1N=C2/C(=C/c3ccc(F)cc3)CCCC2C1c1ccc(F)cc1 (stereo unspecified)	-3%	28	nt	-3
O=C(COc1ncnc2cc([N+](=O)[O-])ccc12)NCc1ccc2c(c1)OCO2	-4%	11	-1%	5
CCOC(=O)C1=C(CP(=O)(c2ccccc2)c2ccccc2)NC(=O)NC1c1ccc(Cl)cc1 (stereo unspecified)	-1%	?	nt	3
COC(=O)C1=C(C(=O)c2ccc(C)cc2)C(c2ccc(O)c(OC)c2)n2nnnc2N1 (stereo unspecified)	5%	-20	-5%	4
COc1ccc(NC(=O)Cn2nnc(-c3ccccc3F)n2)cc1	-2%	-12	1%	-10
CN(c1ccccc1)S(=O)(=O)c1cc(C(=O)N2CCN(c3ccccn3)CC2)ccc1Cl	-1%	-8	0%	11
Cc1nn(Cc2ccc(C(=O)NC3CCCCC3)o2)c(C)c1Br	-1%	-2	0%	7
CC(=O)Nc1sc2c(c1CN1CCN(c3ccccn3)CC1)CCCC2	-5%	30	22%	8
COc1ccc(C2=NOC3(CC(=O)N(c4ccc(F)cc4)C3=O)C2)c(OC)c1 (stereo unspecified)	-12%	17	-13%	-2
O=c1nc(C(F)(F)F)nc2ccccn12	-3%	7	-2%	-9
O=C(NNc1nc2ccccc2s1)Nc1ccccc1	0%	19	nt	nt
C=CCn1c(C)cc(C(=O)CN2C(=O)NC3(CCCc4ccccc43)C2=O)c1C (stereo unspecified)	4%	31	-6%	0
Cc1cccc2cc(CN(Cc3ccc(F)cc3)C(=O)N3CCOCC3)c3nnnn3c12	-7%	18	-5%	1
C=CCn1c(O)c(C(CC)=NCCN2CCOCC2)c(=O)[nH]c1=O	-3%	25	-6%	6
CCOC(=O)C1CCCN(Cc2ccc3c(c2)OCO3)C1 (stereo unspecified)	-6%	11	nt	?
Fc1ccc(NC(=S)N/N=C/c2cccc(Br)c2)c(F)c1	-8%	-4	-7%	-1
Cc1cc(Br)c(NC(=O)COC(=O)C2CC2C)c(Br)c1 (stereo unspecified)	12%	?	nt	nt
CC(C)N(C(=O)Cn1c(SCC(=O)Nc2nccs2)nc2ccccc21)C(C)C	0%	0	nt	nt
COC(=O)C(C)n1cnc2c(nnn2-c2cccc(Cl)c2)c1=O (stereo unspecified)	6%	-29	3%	0
N#C/C(=C(/N)Sc1ccc(N)cc1)c1ccccc1C(F)(F)F	-1%	nt	32%[activator]	nt
O=C(O)CC1Sc2ccccc2NC1=O (stereo unspecified)	-5%	17	-12%	9
CCCCn1nc2cc(C(=O)NCC34CC5CC(CC(C5)C3)C4)ccc2c1OC	-18%	64	-7%	6
Cc1ccc(S(=O)(=O)/N=C2/NC(=O)/C(=C/c3ccc(Br)o3)S2)cc1	?	?	nt	nt
Cc1ccc(C(=O)Nc2c(C#N)c(C)c(C)n2Cc2ccccc2)cc1	-3%	-4	-20%	4
C=CCn1c(C)cc(C(=O)COc2ccc(C)nc2[N+](=O)[O-])c1C	-4%	21	nt	nt
C=CCNC(=S)NNC(=O)c1cccc2ccccc12	3%	-2	-3%	3
O=C(O)CCCC(=O)NNc1ncnc2ccccc12	0%	?	nt	nt
O=C(NC1CCCCC1)N1CCC(c2nc3ccccc3[nH]2)CC1	5%	?	1%	0
CC1(C)Cc2c(sc3ncnc(NNC(=S)NCc4ccccc4)c23)CO1	-21%	-6	nt	nt
Cn1cc(Cl)c(C(=O)N(Cc2ccccc2)c2ccccn2)n1	1%	1	-4%	5
CC(C)[C@H](NC(=O)NCc1ccco1)C(=O)O	3%	37	6%	6
O=C(CN1CCOCC1)Nc1ccc(S(=O)(=O)N2CCCCCC2)cc1	-1%	21	-9%	-12
COc1ccc2c(c1)SCC(=O)N2C	9%	-3	nt	-8
CC1CCCCC1NC(=O)c1ccc(CNc2c(N3CCCC3)c(=O)c2=O)cc1 (stereo unspecified)	-1%	?	-7%	-2
O=C(CSc1nc2cc(Cl)ccc2s1)NC(=O)NCc1ccco1	-10%	?	-5%	3
CCn1c(SCC(=O)Nc2cccc(NC(=O)c3cccs3)c2)nnc1-c1ccncc1	0%	?	-3%	-23
O=C(Nc1nc2c(Cl)ccc(Cl)c2s1)c1ccco1	5%	-25	-9%	-15
Cc1cccc(C)c1N1C(=O)c2ccccc2C1=O	1%	-14	5%	3
CC1CCN(C2=NC(=O)/C(=C/c3cn[nH]c3-c3ccccc3)S2)CC1	-1%	13	nt	9
CCC(Sc1ncccc1C(=O)OC(C)C)C(=O)NCc1ccco1 (stereo unspecified)	-5%	6	0%	-8
NCCNS(=O)(=O)c1cccc2c(Cl)cccc12	-2%[0.00818 µM]	nt	29%[0.0915 µM]	3&-9
Cc1ccc(-c2nc(N)sc2CC(=O)OCC(=O)NC2CCCC(C)C2C)cc1 (stereo unspecified)	-5%	?	nt	-4
COc1ccccc1CN(Cc1cc2cc(C)ccc2[nH]c1=O)Cc1nnnn1Cc1ccco1	-16%	-2	-29%	0
CC1CCCCN1C(=O)CSc1nnc(-c2ccc(Cl)s2)o1 (stereo unspecified)	-8%	?	-1%	-14
C=CCN(CC(=O)NCc1ccc(F)cc1)C(=O)c1csnn1	2%	-19	nt	7
O=C(c1ccco1)N1CCN(C2CCCC2)CC1	-1%	-101*	-10%	2

Single records, from the list above:
Results for CCC(Sc1ncccc1C(=O)OC(C)C)C(=O)NCc1ccco1 (stereo unspecified) → ALOX12 inhib = -5%; PNC inhibitor = 6; 15-hLO-2 inh = 0%; IMPase cell inh = -8
Results for CC1CCN(C2=NC(=O)/C(=C/c3cn[nH]c3-c3ccccc3)S2)CC1 → ALOX12 inhib = -1%; PNC inhibitor = 13; 15-hLO-2 inh = nt; IMPase cell inh = 9

Later entries.
SMILES	ALOX12 inhib	PNC inhibitor	15-hLO-2 inh	IMPase cell inh
O=C1CCC(=O)N1c1ccc(NCc2ccccc2Cl)c([N+](=O)[O-])c1	-1%	-24	nt	nt
CCOC(=O)c1cc(CN2CCOCC2)oc1-c1ccccc1	-1%	-6	-5%	-1
CN(C)c1ccc(NC(=O)COC(=O)c2cc(=O)c3ccccc3o2)cc1	-2%	?	nt	nt
COc1cccc(CNC2CCCC2)c1	1%	?	-7%	5
Cc1cc2nc(CCN(C(=S)NCC(C)C)C3CCCC3)[nH]c2cc1C	?	12	-17%	3
CC(=O)NC1(C(F)(F)F)NC(=O)N(C2CCCCC2)C1=O (stereo unspecified)	7%	11	-8%	-1
Cn1c(/C(C#N)=C/c2ccc(-c3ccc(S(N)(=O)=O)cc3)o2)nc2ccccc21	-9%	22	nt	nt
CCn1cc(C(=O)O)c(=O)c2cc(F)c(N3CCN(S(=O)(=O)c4ccc(NC(=O)OC)cc4)CC3)cc21	-1%	?	nt	?
O=C(O)CSc1cc(-c2ccccc2)nc2ccccc12	-5%[11.4 µM]	nt	1%[11.4 µM]	nt
Cc1ccc(NC(=O)CSCC(N)=O)cc1C	-3%	28	2%	-5
O=C(COc1ccc(Cl)cc1)Nc1ccc2c(c1)CCC2	-5%	-27	nt	-6
Cc1cc(C)n(CC(O)COc2ccccc2)n1 (stereo unspecified)	1%	27	-4%	-2
CCCc1cc(=O)oc2cc(C)cc(O)c12	-7%	9	-4%	-24
Cc1cc(/C=N/NC(=O)Cn2c3ccccc3c(=O)c3ccccc32)c(C)n1-c1ccc(Cl)cc1	-1%	-88*	nt	10
O=[N+]([O-])c1cc([N+](=O)[O-])c2cccnc2c1Oc1ccccc1O	1%	28	nt	-8
COc1ccc(S(=O)(=O)c2ccc(O)cc2)cc1	-14%	25	-8%	1
O=C(NCc1ccco1)C12CN(Cc3ccccc3)CC1C(c1cccc([N+](=O)[O-])c1)=NO2 (stereo unspecified)	-2%	-86*	-15%	3
COc1cccc(-n2cnc3sc(C)c(C)c3c2=O)c1	0%	?	nt	nt
O=C(CSc1nnc(-c2ccccc2)o1)NCC1CCCCC1	0%	-2	-8%	-2
CCOC(=O)C1=C(C)Nc2nc(SCc3cccnc3)nn2C1c1ccc(OC)cc1 (stereo unspecified)	-2%	-21	3%	10
COc1ccccc1NC(=O)C1CCCCN1S(=O)(=O)c1ccc(F)cc1 (stereo unspecified)	-8%	?	-4%	2
CN(C)CCNc1ccc(Cl)cc1[N+](=O)[O-]	-5%	13	nt	12
N=C1C(c2ccccc2)=C(O)CN1c1cccc(S(N)(=O)=O)c1	0%	30	nt	nt
O=C(CCc1nc(-c2ccccc2F)no1)Nc1ccc(Oc2ccccc2)cc1	-9%	?	11%	7
CC(=O)c1cc(C(c2csc(C(C)=O)c2)c2csc(C(C)=O)c2)cs1	-4%	13	nt	6
CCCCN1c2cc(C)c(O)cc2C(C(=O)OCC)C1C (stereo unspecified)	-7%	10	-15%	5
COc1ccc(C2=NCC(CSc3nnnn3C)S2)cc1 (stereo unspecified)	-5%	5	-4%	9
C=CCn1c(SCC(=O)Nc2ccc3c(c2)OCCO3)nnc1-c1ccccn1	-1%	-81*	-1%	?
CCSc1ccccc1C(=O)NCc1ccc(S(N)(=O)=O)cc1	0%	?	-10%	7
O=C(O)CCCC(=O)Nc1ccccc1C(=O)O	1%	-12	-7%	?
CC(=O)N(c1ccccc1)C(C)c1nc(C#N)c(C#N)nc1C (stereo unspecified)	-1%	40	nt	nt
O=c1[nH]c2cc3c(cc2cc1C(c1nnnn1CC1CCCO1)N1CCCCCC1)OCO3 (stereo unspecified)	-3%	-26	nt	?
Cc1cc(C(=O)Nc2ccccc2C(F)(F)F)no1	-11%	24	-3%	1
O=C(Nc1ccc(F)cc1F)c1ccc(-n2cncn2)nc1	1%	23	-1%	-4
COc1ccc(NC(=O)C2CCCN(S(=O)(=O)c3cccs3)C2)cc1OC (stereo unspecified)	1%	-8	-4%	8
Cc1oc(-c2ccccc2Cl)nc1CSc1nc2c(c(=O)[nH]1)CCC2	-3%	19	nt	nt
COCCNC(=O)CN(c1cccc(OC)c1)S(=O)(=O)c1ccc(C)cc1	-4%	-21	-2%	-6

Random draw from the library; overall some 3.1% were active at least once.
